# Source: PubChem BioAssay (National Center for Advancing Translational Sciences (NCATS))
# Tau FP inhib – tau fibrillization inhibition (FP); P10636; Potency, µM (doses to about 57.7 µM), for the others: top-dose activity, negative = inhibition, actives largely listed as inhibitors; K18 P301L tau heparin fibrillization, Alexa594 FP, 6 h; actives 0.39% (n = 280,000); further: potency means the concentration at half of the fitted maximal effect; on the % scale 0 is the no-effect control and ±100 the full control effect; nearly all actives have a fitted effect of over 55% in size
# Target sequence (P10636 561-689 P618L limits assumed): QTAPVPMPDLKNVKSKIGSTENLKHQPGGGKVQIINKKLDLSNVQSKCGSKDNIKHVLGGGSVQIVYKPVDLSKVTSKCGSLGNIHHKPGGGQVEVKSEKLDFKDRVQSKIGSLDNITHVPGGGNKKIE
#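 Human tau K18 […] P301L fragment, 15 uM unlabeled plus 0.24 uM Alexa 594-labeled tau (final), with compound and 20 uM heparin in 100 mM sodium acetate pH 7; 6 hr at 37 C, then Alexa 594 FP read.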
# CBFb-RUNX1 inh – blocks binding between human CBF-beta and RUNX1 | Q01196+Q13951 | AlphaScreen CBFb-His/RUNX1-biotin binding, biochemical | Potency, µM (doses to about 59.8 µM), for the others: top-dose activity, negative = inhibition, actives largely listed as inhibitors | 230,000 tested, under 10 active | AID 1477; further: % of control where 0% means no effect
#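 Bead-based AlphaScreen assay; binding partners His-tagged CBF-beta and biotinylated RUNX1 at 30 nM each. Compound exposure 15 min after a 20-min protein preincubation; bead step 90 min; all steps at room temperature.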
# Epigenetic derep – epigenetic control regulation, reporter derepression; murine LDR cells, GFP reporter derepression, 30 h; Potency, µM (series often up to 53.9 µM), without a hit: at the highest dose GFP activation, usual class: activators; actives 0.2% (n = 280,000); AID 1865; further: potency means the concentration at half of the fitted maximal effect; % of control where 0% means no effect; nearly all actives have a fitted effect of over 60% in size
#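 Readout is the number of GFP-expressing murine LDR cells, counted by cytometry following washing. Cells were treated with compound for 30 h at 37 C; the stably integrated CMV-GFP locus is normally silent.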
# TRb-SRC2 inh – inhibitors of human thyroid hormone receptor beta-SRC2 interaction. Potency, µM (doses to about 106 µM), inactives show at the highest dose activity change, negative = inhibition, hits mostly inhibitors. AID 1469. P10828. actives 0.065% (n = 280,000). TRbeta-SRC2 peptide binding, fluorescence polarization; receptor liganded with 1 µM T3;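 further: potency means the concentration at half of the fitted maximal effect; plate controls were bound peptide for no effect and peptide without receptor for full effect; nearly all actives have a fitted effect of over 50% in size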
# Target sequence (P10828 whole entry, looked up): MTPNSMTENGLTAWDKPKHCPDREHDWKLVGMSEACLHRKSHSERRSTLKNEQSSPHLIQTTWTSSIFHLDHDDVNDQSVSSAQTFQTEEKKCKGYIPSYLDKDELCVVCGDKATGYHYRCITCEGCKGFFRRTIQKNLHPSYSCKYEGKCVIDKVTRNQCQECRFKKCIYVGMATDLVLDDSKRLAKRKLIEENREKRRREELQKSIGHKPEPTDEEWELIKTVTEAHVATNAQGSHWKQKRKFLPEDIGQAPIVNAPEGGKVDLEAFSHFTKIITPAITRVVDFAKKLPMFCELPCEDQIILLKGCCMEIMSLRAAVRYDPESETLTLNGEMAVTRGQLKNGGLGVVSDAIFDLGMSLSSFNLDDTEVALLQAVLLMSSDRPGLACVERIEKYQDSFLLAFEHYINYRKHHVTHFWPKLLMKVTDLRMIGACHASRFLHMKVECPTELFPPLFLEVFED
#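 Human TRb ligand-binding domain (0.6 uM) is mixed with 20 nM Texas Red SRC2 peptide and 1 uM T3; after compound addition and 5 hr at ambient temperature, polarization is measured and normalized to unbound and bound controls.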
# NPSR antag – antagonists of human neuropeptide S receptor cAMP signaling. CHO-NPSR cells, cAMP TR-FRET, antagonist mode. Potency, µM (top dose mostly 38.3 µM), for the others: top-dose activity change, negative = inhibition, hits mostly inhibitors. actives 1% (n = 220,000). AID 1461; further: potency means the concentration at half of the fitted maximal effect; on the % scale 0 is the no-effect control and ±100 the full control effect; nearly all actives have a fitted effect of over 50% in size; many of its hits are not listed in these tables
# Target sequence (Q6W5P4 whole entry, looked up): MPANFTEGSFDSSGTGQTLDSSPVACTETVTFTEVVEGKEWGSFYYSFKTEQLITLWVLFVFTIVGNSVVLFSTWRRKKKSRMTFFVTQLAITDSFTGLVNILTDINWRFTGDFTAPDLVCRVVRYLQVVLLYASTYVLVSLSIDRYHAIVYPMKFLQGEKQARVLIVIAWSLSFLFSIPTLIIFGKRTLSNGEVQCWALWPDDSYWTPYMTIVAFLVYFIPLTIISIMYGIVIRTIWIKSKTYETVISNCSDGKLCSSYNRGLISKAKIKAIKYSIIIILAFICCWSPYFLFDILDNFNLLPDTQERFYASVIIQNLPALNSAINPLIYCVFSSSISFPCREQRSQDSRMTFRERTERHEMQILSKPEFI
# Tau fluor cs – counter-screen for tau fibril formation inhibitors; tau K18 P301L Alexa594 fluorescence, heparin fibrillization; Potency, µM (series often up to 57.7 µM), inactives show at the top dose activity change, negative = decrease; actives 0.93% (n = 280,000); further: potency means the concentration at half of the fitted maximal effect; on the % scale 0 is the no-effect control and ±100 the full control effect; nearly all actives have a fitted effect of over 55% in size
#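 Human tau K18 P301L (15 uM unlabeled, 0.24 uM Alexa 594-labeled) in 100 mM sodium acetate pH 7 with 20 uM heparin, 6 hr at 37 C. ThT 30 uM added, 1 hr ambient; Alexa 594 FP and total fluorescence read at 555/632 nm.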
# GLA spleen mod – alpha-galactosidase A (human) modulation; human spleen homogenate, 4MU-alpha-Gal fluorescence, 40 min; Potency, µM (titrated, usually from 80 µM), for inactives: at the top dose activity change, negative = inhibition, actives largely listed as inhibitors; actives 0.008% (n = 240,000); AID 2107;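 further: potency means the concentration at half of the fitted maximal effect; 0% = enzyme with vehicle and -100% = no enzyme basal signal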
#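 Inhibition or activation of alpha-galactosidase in human spleen homogenate is scored by 4-MU fluorescence after 40 min at 37C, pH 5.0, with 1 mM substrate. AC50s come from concentration-response fitted to the Hill equation.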
# TR SRC2 fluor cs – alters Texas Red total fluorescence, flagging assay interference; TRb/SRC2 Texas Red total fluorescence interference; Potency, µM (doses to about 106 µM), inactives show top-dose fluorescence change, negative = quenching; actives 0.29% (n = 280,000); AID 1479; active means well fitted curve in either direction with a large enough effect; inconclusive means small, poorly fitted or top-dose-only effect; further: potency means the concentration at half of the fitted maximal effect; on the % scale 0 is the no-effect control and ±100 the full control effect
#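 Human TRb ligand-binding domain at 0.6 uM with 20 nM Texas Red SRC2 peptide in Tris buffer containing 1 uM T3 and 5% DMSO, incubated with compound 5 h at ambient temperature. Total fluorescence (555/632 nm) calculated as parallel + 2 × perpendicular.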
# An asterisk follows results filed as active; ? = inconclusive; . = no result given; [ ] = dose if it differs, or a comment. Unless noted, the call rests on the fitted dose curve; in most records, active means well fitted curve in the direction sought with a large enough effect; inconclusive means small, poorly fitted or top-dose-only effect, or another doubt; inactive means no such curve, though single readings can be large; an effect the other way counts as inactive or inconclusive. Not all compounds are listed. The share of hits here may be higher or lower than overall.
SMILES,Tau FP inhib,CBFb-RUNX1 inh,Epigenetic derep,TRb-SRC2 inh,NPSR antag,Tau fluor cs,GLA spleen mod,TR SRC2 fluor cs
CC/C(O)=C1\C(=O)CC(C)(C)CC1=NCCc1nc2ccccc2[nH]1,5%,10%,0.2%,-2%,2%,7%,-7%,4%
Cc1cc(C)cc(N(C(=O)CNS(=O)(=O)c2ccccc2)C(C(=O)NCc2ccccc2)c2ccc(C)o2)c1 (stereo not given),-4%,-8%,-1.6%,-2%,-46%,-13%,-1%,-6%
O=C(N/N=C/c1cccs1)c1cc(-c2cccc3ccccc23)n[nH]1,?,-3%,-1.0%,10%,-26%,?,-7%,-1%
CCC(C)NC(=O)C1CCN(C(=O)c2ccccc2)CC1 (stereo not given),3%,7%,0.3%,-3%,0%[46.1 µM],4%,0%,2%
CCOc1ccc(CNC(=O)c2cc3c(=O)n(Cc4cccs4)ccc3nc2C)cc1,1%,.,0.0%,3%,.,-6%,.,3%
CC1(C)CC(=O)C=C(NCc2ccc(Cl)c(Cl)c2)C1,-3%,0%,-2.1%,-10%,14%[46.1 µM],-3%,-1%,0%
Cc1ccc(N2C(=O)C3C4C=CC(CNC(=S)Nc5cccc(Cl)c5)(O4)C3C2=O)cc1 (stereo not given),5%,-2%,?,-3%,-15%,-16%,-7%,-1%
ClC(Br)=C(n1cnc2ccccc21)n1cnc2ccccc21,9%,10%,1.0%,-13%,-24%[46.1 µM],1%,0%,-2%
Cc1cc(/C=N/n2c(COc3ccccc3C)nc3ccccc3c2=O)c(O)c([N+](=O)[O-])c1,-2%,-8%,0.0%,-7%,?,-6%,2%,-4%
COc1ccc(C2CC(C(F)(F)F)n3ncc(C(=O)NCC4CCCO4)c3N2)cc1OC (stereo not given),-9%,3%,-1.0%,-17%,-1%[46.1 µM],-9%,2%,-1%
CSc1nc(Nc2ccc(F)cc2)cc(-c2ccccc2)n1,16µM*,.,15%,-10%,.,7.1µM*[quencher],.,?
COc1ccccc1NC(=O)/C=C\C(=O)O,-1%,-10%,-1.0%,-6%,2%,-7%,7%,1%
CCOC(=O)N1CCN(C(=O)CC(=O)Nc2ccc3nc4n(c(=O)c3c2)CCCCC4)CC1,-6%,-7%,-4.5%,-6%,-16%[46.1 µM],-2%,-12%,-2%
O=C1/C(=C/c2cccc([N+](=O)[O-])c2)CSc2ccc(Cl)cc21,-16%,-5%,2.1%,4%,12%,-20%,-3%,-3%
Nc1c(Nc2ccccc2)c2ccccc2oc1=O,15%,-8%,0.0%,-25%,-18%[46.1 µM],-29%,11%,1%
CCCC(C(=O)NC(C)(C)C)N(CC1CCCO1)C(=O)c1snc(C(N)=O)c1N (stereo not given),-8%,-9%,2.3%,1%,0%,4%,0%,-6%
O=C(Cc1ccc2c(c1)OCCO2)N1CCN(S(=O)(=O)c2cccc(Cl)c2Cl)CC1,2%,-13%,-1.9%,-2%,-26%,-30%,4%,-2%
CC1=C(/C=C/C(=C/C=C/C(C)=C/C(=O)O)c2ccc(C)cc2)C(C)(C)CCC1,?,-23%,-2.1%,-4%,.,-17%,-10%,-1%
COc1ccc(C(=O)NC(NC(=O)c2ccc(OC)c(OC)c2)c2ccccc2F)cc1OC,-7%,10%,-1.9%,-3%,10%,-28%,-2%,-1%
CC(=O)Nc1ccc2nc(-c3ccccc3)cn2c1,6%,5%,1.3%,0%,7%,1%,-15%,-6%
CCC(C)(C)NC(=O)CN(Cc1ccccc1Cl)C(=O)CCC(=O)Nc1cc(C)ccn1,-16%,2%,1.1%,-6%,-6%,-6%,-8%,-1%
O=C(COC(=O)c1ccc(O)cc1O)NCCN1C(=O)CSC1=O,-3%,14%,0.0%,-1%,23%,-2%,2%,4%
Cc1ccc2oc(=O)c3cnn(CC(=O)N4CCCCCC4)c3c2c1,-4%,-1%,-0.4%,2%,-10%[46.1 µM],-5%,-6%,0%
CCOc1ccc(N(CC(N)=O)S(=O)(=O)c2ccc(F)cc2)cc1,1%,9%,-0.9%,1%,-6%[46.1 µM],-1%,-3%,-1%
OC(CN1C2=NCCN2c2ccccc21)c1ccc2c(c1)OCO2 (stereo not given),1%,5%,6.2%,-3%,6%[46.1 µM],1%,0%,0%
O=c1[nH]cnc2c1oc1ccccc12,-3%,6%,-0.7%,-26%,-1%[46.1 µM],0%,-6%,-2%
Cc1cc(C(=O)N/N=C/c2cccn2C)n[nH]1,1%,-1%,0.0%,9%,15%,8%,1%,0%
O=C(NC1CC1)c1ccc(Cn2c(SCc3ccc(F)cc3)nc3cccnc32)cc1,-7%,.,4.5%,1%,.,-10%,.,-11%
CCOC(=O)c1c(-c2cccs2)csc1N,1%,5%,1.0%,-4%,7%,?,3%,1%
CCN(Cc1cc2cc(C)ccc2[nH]c1=O)C(=O)c1cccc(OC)c1,-1%,2%,8.9%,2%,-6%[46.1 µM],-2%,-2%,-3%
C#CCOCCOCCOCCNc1nc(N2CCOCC2)nc(N2CCN(C(=O)[C@H](CCCCN)n3cc([C@@H](N)C(C)CC)nn3)CC2)n1 (stereo not given in full),3%,2%,4.1%,-2%,-22%,-9%,5%,1%
COc1ccc(CCNC(=O)C2CCCN(S(=O)(=O)c3ccc4c(c3)oc(=O)n4C)C2)cc1OC (stereo not given),-6%,.,-2.0%,2%,.,-4%,.,-1%
COc1cc(C2=NOC(C(=O)N3CCCCCC3)C2)cc(OC)c1OC (stereo not given),-10%,3%,-0.3%,6%,-2%[46.1 µM],-8%,3%,-4%
COc1ccc(/C(N)=N/OC(=O)CSc2ccc(C)cc2)cc1,-7%,?,0.7%,-1%,-13%[46.1 µM],-25%,5%,-3%
CCOc1ccccc1NC(=O)c1c(NCc2ccc(C)o2)sc2c1CCCCC2,-12%,.,0.0%,-1%,.,-24%,.,-3%
COc1ccccc1NC(=O)COC(=O)Cc1c[nH]c2ccccc12,-7%,3%,0.0%,-5%,-5%,-27%,9%,4%
CCOC(=O)Cn1c(=O)n(CC2CCCO2)c2nc(-c3cccc(C)c3)nc(C(N)=O)c21 (stereo not given),-4%,.,-1.7%,2%,.,-20%,.,-3%
CC(C)(C)C(=O)/C=C(N)/C=C/c1ccccc1,6%,-1%,-0.2%,-4%,-1%[46.1 µM],-13%,6%,0%
Cc1ccc(Cl)cc1Nc1nc(-c2sc(NC(=O)c3ccccc3)nc2C)cs1,3%,0%,3.2%,-12%[53 µM],-8%[46.1 µM],?,-7%,11%[53 µM]
Clc1ccccc1N=C1NN=C(c2cccs2)CS1,-9%,?,0.8%,-2%,-6%,?,-3%,-1%
COCCNC(=O)c1ccc(CS(=O)(=O)c2ccccc2)o1,-7%,2%,-0.2%,1%,-3%[46.1 µM],-5%,1%,-2%
CC1=C(C(=O)Nc2ccccc2)C(c2ccccn2)n2nc(CCCO)nc2N1 (stereo not given),0%,4%,-3.0%,0%,-7%[46.1 µM],5%,-1%,1%
Cc1ccc(S(=O)(=O)N(C)CC(=O)Nc2nc3ccccc3s2)cc1,6%,1%,0.0%,11%,-7%[46.1 µM],-22%,-2%,1%
CC(C)(C)NC(=O)C(=O)NN=C1CCCCCCCCCCC1,5%,-5%,3.2%,2%,-37%,-9%,-2%,-8%
O=C(CN1C(=O)C2(SCC(=O)N2c2ccc(F)c(F)c2)c2ccccc21)Nc1ccccc1F (stereo not given),-6%,.,-0.4%,4%,.,-14%,.,0%
Cc1c(C)c2ccc(OC3CCCCC3=O)cc2oc1=O (stereo not given),-1%,2%,-1.0%,6%,-19%[46.1 µM],-9%,3%,-4%
COc1ccc(Cc2nc(=S)[nH][nH]2)cc1Br,4%,15%,2.1%,1%,16%,3%,-4%,-4%
C=CCn1c(SC(C)C#N)nc2sc(CC)cc2c1=O (stereo not given),-7%,12%,-2.8%,2%,-29%,-13%,5%,-1%

# Part of the list above, reformatted:
# Each structure is followed by: Tau FP inhib	CBFb-RUNX1 inh	Epigenetic derep	TRb-SRC2 inh	NPSR antag	Tau fluor cs	GLA spleen mod	TR SRC2 fluor cs
- Clc1ccccc1N=C1NN=C(c2cccs2)CS1
 : -9%	?	0.8%	-2%	-6%	?	-3%	-1%
- COCCNC(=O)c1ccc(CS(=O)(=O)c2ccccc2)o1
 : -7%	2%	-0.2%	1%	-3%[46.1 µM]	-5%	1%	-2%
- CC1=C(C(=O)Nc2ccccc2)C(c2ccccn2)n2nc(CCCO)nc2N1 (stereo not given)
 : 0%	4%	-3.0%	0%	-7%[46.1 µM]	5%	-1%	1%
- Cc1ccc(S(=O)(=O)N(C)CC(=O)Nc2nc3ccccc3s2)cc1
 : 6%	1%	0.0%	11%	-7%[46.1 µM]	-22%	-2%	1%
- CC(C)(C)NC(=O)C(=O)NN=C1CCCCCCCCCCC1
 : 5%	-5%	3.2%	2%	-37%	-9%	-2%	-8%
- O=C(CN1C(=O)C2(SCC(=O)N2c2ccc(F)c(F)c2)c2ccccc21)Nc1ccccc1F (stereo not given)
 : -6%	.	-0.4%	4%	.	-14%	.	0%
- Cc1c(C)c2ccc(OC3CCCCC3=O)cc2oc1=O (stereo not given)
 : -1%	2%	-1.0%	6%	-19%[46.1 µM]	-9%	3%	-4%
- COc1ccc(Cc2nc(=S)[nH][nH]2)cc1Br
 : 4%	15%	2.1%	1%	16%	3%	-4%	-4%
- C=CCn1c(SC(C)C#N)nc2sc(CC)cc2c1=O (stereo not given)
 : -7%	12%	-2.8%	2%	-29%	-13%	5%	-1%
